# NTR1 agonist = NTR1-driven beta-arrestin-GFP spot formation – imaging, U2OS cells, high content, primary screen (AID 493036); activation, % at 20 µM; 0.17% of 330,000 active; P30989; agonist mode;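 active = activation at or above 40% of the spot to cytoplasm intensity ratio, with at least 20 cells analyzed; inconclusive = wells under 20 cells, flagged as cytotoxic or low count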;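 note: 0% = DMSO without peptide and 100% = 100 nM NTR1 peptide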
# Target sequence (P30989 whole entry, looked up): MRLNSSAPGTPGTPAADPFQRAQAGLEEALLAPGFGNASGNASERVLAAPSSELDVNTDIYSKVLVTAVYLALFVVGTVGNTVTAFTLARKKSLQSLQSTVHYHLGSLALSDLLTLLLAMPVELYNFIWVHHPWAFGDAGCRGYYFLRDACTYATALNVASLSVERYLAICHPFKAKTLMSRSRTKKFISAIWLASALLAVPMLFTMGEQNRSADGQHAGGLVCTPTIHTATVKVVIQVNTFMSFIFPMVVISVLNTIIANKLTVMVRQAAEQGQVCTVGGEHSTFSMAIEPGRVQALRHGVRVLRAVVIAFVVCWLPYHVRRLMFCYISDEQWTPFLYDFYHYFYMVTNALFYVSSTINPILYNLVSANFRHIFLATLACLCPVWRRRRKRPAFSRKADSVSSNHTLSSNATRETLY
# T cell HTS = T cell immune modulators affecting CD8 T cell-vesicle binding; 2C CD8+ T cell-vesicle binding, flow cytometry; stronger effect = lower value; calls only at 7 µM; 0.068% of 330,000 active; AID 2052;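 active = response, share of CD8 T cells binding vesicles, and their 90th percentile fluorescence all below set limits, cut at about 80% in these data, passing the limit was not always enough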
#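 Benchmarks: naked versus QL9-loaded vesicles / Assay system: purified 2C TCR transgenic mouse naive CD8+ T cells / Technique: high-throughput flow cytometry with anti-B7-1 and anti-CD8 staining / Timing: Cell–vesicle co-incubation 1.5 h at 37 °C, staining 20 min on ice / Read-out: percent CD8+ FL2 mean versus row control / Probe or stimulus: QL9-loaded Drosophila micro-vesicles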
# UTI89 phage lysis = inhibition of K1F phage lysis, E. coli UTI89, bacterial capsule biogenesis inhibitors, alamar blue (AID 488966) | E. coli UTI89 K1F phage lysis, alamar blue, 2 h; higher % means a stronger effect | 0.02% of 340,000 active | inhibition, % at 100 µM; hits with a dose series show IC50 in µM;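 active = phage lysis inhibition, versus mean bacterial control, above a set limit; inconclusive = no clear call, values can overlap the other calls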;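 note: capsule biogenesis inhibitors block K1F phage lysis so surviving cells raise fluorescence; higher fluorescence means more inhibition of phage lysis; actives were called in the ten point dose series up to 300 µM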
# Salmonella PhoP GFP = inhibitors of PhoP regulon expression, primary screen, Salmonella Typhimurium, GFP reporter (AID 1863) | S. Typhimurium PhoP-regulated promoter GFP reporter, 4 h; higher % means a stronger effect | 0.16% of 300,000 active | inhibition, % at 50 µM, or IC50 in µM where a hit was titrated;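 active = inhibition over 29.93%, a cutoff 3 SD above the screen mean, later confirmed by dose response; inconclusive = inhibition over 29.93% but no dose response follow-up; inactive = inhibition at most 29.93% or unconfirmed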;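 note: 0% = low Mg2+ inducing control and 100% = high Mg2+ repressing control; strong numbers were not always called active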
# MgcRacGAP inhibition = MgcRacGAP GTPase-activating activity inhibitors, confirmation, biochemical, ADP Hunter fluorescence. MgcRacGAP-stimulated Rac1 GTP hydrolysis, ADP Hunter fluorescence; higher % means a stronger effect; GST-tagged Rac1 F28L mutant substrate. inhibition, % at 30 µM; hits with a dose series show IC50 in µM. 0.6% of 340,000 active;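 active = first-screen hits whose inhibition reached a set limit at any dose in the follow-up dose series; inconclusive = inhibition above the set first-screen limit but never retested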;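 note: fluorescence reports GDP produced by GAP-driven GTP hydrolysis; strong numbers were not always called active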
# RSV antiviral HEp-2 = inhibition of RSV-induced cytopathic effect – HEp-2 cells, primary 10 µM value included (AID 2391); HEp-2 cells, RSV-induced CPE inhibition; higher % means a stronger effect; CPE inhibition, % at 10 µM; hits with a dose series show IC50 in µM; 0.13% of 310,000 active; in the data active = a potency from the dose series; inconclusive = CPE inhibition mostly from about 23% at the one dose, without a potency; inactive = the rest, 99 in 100 with CPE inhibition below about 21%; note: strong numbers were not always called active
# SV40 large T antigen = TAg ATPase/helicase activity blockers – biochemical (AID 1903); SV40 large T antigen ATPase/helicase inhibition assay; higher % means a stronger effect; inhibition, % at 20 µM, or IC50 in µM where a hit was titrated; 0.39% of 310,000 active; in the data active = a potency from the dose series; inconclusive = inhibition mostly from about 32% at the one dose, without a potency; inactive = the rest, 99 in 100 with inhibition below about 32%; note: strong numbers were not always called active
# Myeloid diff MLP = myeloid differentiation induction. AID 624256. ER-HoxA9 myeloid progenitors, lysozyme-GFP differentiation, flow cytometry. calls only at 10 µM. 1% of 360,000 active;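 active = normalized GFP-positive differentiation at or above the plate's own cutoff, the solvent-only control mean plus 3 SD; inconclusive = no clear call, values can overlap the other calls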;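 note: cells exposed to compound for four days before flow analysis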
# TNAP activators = human TNAP enzyme activators, primary screen, biochemical, luminescent, no phosphate acceptor, uHTS (AID 1001); 0.03% of 200,000 active; purified TNAP, luminescent activation assay, no phosphate acceptor; higher activation fold means a stronger effect; activation fold at 20 µM; hits with a dose series show EC50 in µM; in the data active = activation fold from about 3, or a potency from the dose series; inactive = the rest, 99 in 100 with activation fold below about 1.6; note: many of its hits are not listed in these tables
# T cell HTS vesicle-bound % = further read-out of T cell HTS, marked with its call; double positive events, %; measured here: CD8+ vesicle-bound cell fraction;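 binding gate set so that unloaded-vesicle control wells show 10% double positive cells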
# NTR1 agonist cell count 20 µM = second read-out of NTR1 agonist, no call of its own (marks repeat the call); cell count; measured here: cell count, cytotoxicity flag
# Myeloid diff MLP GFP+ MAC1+ % = recorded beside Myeloid diff MLP, whose call it bears; GFP+ MAC1+ double positive, %; measured here: differentiation confirmed by MAC1 staining
# * = called active by the depositor; i = inactive; u = inconclusive; x = no result given; [ ] = another dose, or the depositor's remark.
# Below each SMILES: T cell HTS	T cell HTS vesicle-bound %	UTI89 phage lysis	Myeloid diff MLP	TNAP activators	Myeloid diff MLP GFP+ MAC1+ %	SV40 large T antigen	MgcRacGAP inhibition	NTR1 agonist cell count 20 µM	RSV antiviral HEp-2	NTR1 agonist	Salmonella PhoP GFP
> NC(=O)C1CCN(C(=O)CCc2ccsc2)CC1
→ i	33.4	-0.9%	i	x	0.3	8.2%	6.7%	58	0.8%	-1.2	-6.2%
> O=C(Nc1ccc(C(=O)NCc2ccccc2Cl)cc1)C1=CSCCO1
→ i	8.1	0.1%	i	x	9.1	11.2%	-12.7%	57	-0.6%	1.1	6.3%
> CN(C)S(=O)(=O)c1ccc(NC(=O)N2CCN(c3ccccc3Cl)CC2)cc1
→ i	28.5	-0.2%	i	1.2	1.4	0.4%	9.0%	92	0.4%	0.9	-4.1%
> Oc1ccccc1CNCCCN1CCOCC1
→ i	60.6	-0.2%	i	x	0.5	12.9%	17.9%	64	-0.1%	-1.2	0.1%
> O=C(Cc1cccs1)Nc1cccc(C(=O)Nc2ccco2)c1
→ i	43.3	0.5%	i	1	0.5	1.2%	7.0%	50	-0.7%	0.5	20.2%
> CCCn1c(N2CCOCC2)nc2c1c(=O)[nH]c(=O)n2C
→ i	36.3	2.0%[50 µM]	i	1.2	7.0	17.3%	5.2%	54	1.3%	0.8	5.1%
> COc1ccc(OC)c(C2N(c3ccccn3)C(=O)C3CCCN32)c1 (stereo not given)
→ i	14.4	0.7%	i	1.1	0.5	10.3%	12.1%	79	2.1%	1.4	-2.4%
> CCC/C=C(\CCC)C(NS(=O)(=O)c1ccc(C(F)(F)F)cc1)c1ccccc1 (stereo not given)
→ i	45.6	x	x	1.1	x	3.1%	x	x	-4.1%	x	1.7%
> CCCNS(=O)(=O)c1cc2c3c(c1)CCN3C(=O)CC2
→ i	12.6	0.1%	i	x	1.6	x	5.1%	72	0.7%	-0.8	-1.4%
> COc1cc(NC2c3ccccc3C(=O)N2c2cc(C)ccn2)cc(OC)c1OC (stereo not given)
→ i	11.1	-1.0%	i	1.1	1.4	6.0%	3.0%	78	-0.5%	-0.3	-3.2%
> COc1cccc(CN2CC(C(=O)NCC3CCOCC3)CCC2=O)c1 (stereo not given)
→ i	20.8	0.0%	i	x	4.1	12.9%	-2.0%	58	5.3%	0.7	-9.7%
> COc1ccc(OC)c(CNS(=O)(=O)c2c(C)nc3scc(C)n3c2=O)c1
→ i	27.8	1.1%	i	x	0.7	11.7%	9.3%	55	0.4%	-1.2	-8.1%
> CC(C)C[C@H]1C(=O)N2CCC[C@H]2[C@]2(O)O[C@](NC(=O)[C@@H]3C=C4c5cccc6[nH]c(Br)c(c56)CC4N(C)C3)(C(C)C)C(=O)N12 (stereo not given in full)
→ i	19.4	5.4%	i	1.1	4.8	13.2%	9.8%	52	u	4.8	3.5%
> CSCC(=O)Nc1cc(C)on1
→ i	29.9	0.0%	i	x	0.7	6.7%	-9.9%	52	0.5%	0.4	x
> CCc1c(C)sc(NC(=O)/C=C/C(=O)O)c1C(N)=O
→ i	19.9	0.2%	i	1.1	0.4	8.4%	8.5%	39	2.0%	2.1	-6.6%
> FC(F)(F)c1cc(-c2cccs2)nc(N2CCOCC2)n1
→ i	33.0	1.3%	i	1.1	0.4	1.9%	-8.2%	40	12.7%	8.3	-19.4%
> O=C(CSc1oc(-c2ccc(F)cc2)nc1S(=O)(=O)c1ccc(F)cc1)NCC1CCCO1 (stereo not given)
→ i	62.9	1.2%	i	1.1	1.5	-6.4%	4.3%	63	1.3%	0.9	-9.5%
> Cc1ccc(NC(=O)Cn2c(=O)oc3ccccc32)cc1Cl
→ i	31.9	1.8%[50 µM]	i	x	0.2	7.2%	x	39	17.6%	-1.7	6.8%
> Clc1ccc(NCc2cccnc2)c(Cl)c1
→ i	9.5	0.2%	i	x	0.6	4.5%	6.2%	30	19.1%	1.0	3.5%
> CCOCCCn1c(SCC(=O)Nc2ccc(OC)cc2)nc2ccccc2c1=O
→ i	44.4	-0.1%	i	x	0.4	14.3%	14.8%	54	0.9%	-0.8	2.2%
> N#Cc1c(-c2ccco2)cc(-c2ccc(F)cc2)nc1N
→ i	16.1	1.5%	i	1.1	0.7	8.5%	10.7%	57	5.1%	5.6	12.9%
> O=C(N/N=C/c1ccc(-c2ccccc2C(=O)O)o1)c1cccs1
→ i	60.5	-0.4%	i	1.2	0.6	2.1%	11.8%	68	1.8%	7.4	-1.5%
> O=C(COc1ccc2c3c(c(=O)oc2c1)CCC3)NCc1cccnc1
→ i	49.4	0.0%	i	x	1.8	7.2%	7.3%	55	2.0%	0.2	-0.5%
> O=S(=O)(NCc1ccccn1)c1ccc2c(c1)OCCO2
→ i	47.2	1.1%	i	1	0.5	3.9%	6.4%	74	0.5%	-0.9	-6.1%
> CCN(CC)S(=O)(=O)c1ccc(N2CCOCC2)c(NS(=O)(=O)c2ccc(OC)cc2)c1
→ i	46.9	0.0%	i	x	0.7	12.6%	7.5%	51	2.6%	0.6	x
> CCCCn1c(N)c(Sc2ccc([N+](=O)[O-])cc2)c(=O)[nH]c1=O
→ i	23.2	0.3%	i	x	0.5	-2.1%	2.7%	53	0.6%	-1.3	6.4%
> COc1ccc(-c2cc(C(F)F)n3ncc(C(=O)NCC4CCCO4)c3n2)cc1 (stereo not given)
→ i	14.6	0.5%	i	1.2	0.5	-0.2%	8.6%	38	2.5%	7.8	7.2%
> O=C(CN(C(=O)Cn1nnc(-c2ccc(F)cc2)n1)c1cnc2ccccc2c1)NCC1CCCO1 (stereo not given)
→ i	19.8	-0.4%	i	1.1	0.7	24.4%	-0.4%	43	-0.7%	0.5	-7.9%
> O=C(c1ccc(Cl)c(S(=O)(=O)N2CCCCCC2)c1)N1CCN(c2ccc(O)cc2)CC1
→ i	26.9	0.3%[50 µM]	i	x	1.3	x	33.7µM*	76	1.1%	0.0	x
> COC(=O)c1sc(N)c(C(=O)OC)c1COC(=O)C12CC3CC(CC(O)(C3)C1)C2
→ i	27.2	0.1%	i	x	0.2	8.1%	6.2%	42	8.0%	-0.7	0.1%
> CC(C)[C@H](NC(=O)c1ccccc1)C(=O)OCc1nnc(-c2ccccc2)o1
→ i	39.5	x	i	1.1	0.2	5.0%	x	42	0.1%	-1.5	-5.7%
> Cc1coc2c(C)c3oc(=O)c(CCC(=O)NCCCN4CCOCC4)c(C)c3cc12
→ i	36.3	-1.5%	i	x	2.8	x	5.5%	99	-0.3%	5.5	x
> CCN(CC1COc2ccccc2O1)C(=O)CN1C(=O)NC(C)(c2ccc(C)cc2)C1=O (stereo not given)
→ i	45.2	-1.2%	i	x	0.2	11.1%	6.1%	54	-0.7%	-0.8	0.9%
> Cc1nnc(SCC(=O)NC2CC2)n1CC1CCCO1 (stereo not given)
→ i	18.1	-0.2%	i	1.1	0.2	-1.6%	3.5%	44	0.8%	-0.2	-9.8%
> CCOC(=O)C1=C(C)N(CCO)C(=O)NC1c1ccccc1 (stereo not given)
→ i	47.7	6.0%	i	1.1	15.2	8.8%	1.7%	51	-1.4%	-0.8	-2.6%
> Cc1cccn2cc(CNC(=O)c3ccco3)nc12
→ i	19.0	1.6%	i	1	0.3	6.4%	10.7%	29	-1.0%	-0.7	19.5%
> Clc1cccc(C[n+]2cc(-c3ccccc3)n3c2CCC3)c1
→ i	47.7	3.8%	i	1.1	1.0	6.0%	-3.0%	57	19.6%	-0.5	4.7%
> CSCC[C@H](NC(=O)[C@H](Cc1ccccc1)n1c(=O)[nH]c2ccccc2c1=O)C(=O)N1CCC(C(=O)O)CC1
→ i	13.1	1.2%	i	x	1.3	x	-0.2%	83	0.8%	-1.1	x
> C=CCON1C(=O)c2ccccc2C1=O
→ i	46.7	0.1%	i	1.1	0.8	12.9%	12.8%	46	2.9%	0.0	16.1%
> Cc1cccc(C(=O)Nc2cccnc2Cl)c1
→ i	36.6	0.1%	i	x	0.3	-1.1%	10.0%	65	-2.0%	0.8	-3.4%
> CN(CC(=O)Nc1ccccc1Br)C(=O)c1cccn1C
→ i	28.4	2.5%[50 µM]	i	x	0.1	0.4%	-0.8%	45	2.8%	-0.6	0.9%
> O=C1CCC(C(=O)N2CCCC(Nc3ccc(F)cc3)C2)=NN1 (stereo not given)
→ i	36.0	0.9%[50 µM]	i	x	1.0	8.2%	13.7%	56	-0.1%	0.4	3.0%
> O=[N+]([O-])c1cc(Cl)cc(/C=N/n2cnnc2)c1O
→ i	32.0	0.2%	i	1	0.6	-0.3%	2.3%	52	1.7%	3.0	10.5%
> O=C(Oc1ccc(C(=S)N2CCOCC2)cc1Cl)c1ccccc1F
→ i	63.8	0.0%	i	x	0.3	7.9%	12.7%	82	1.2%	0.9	7.0%
> CC1CCN(C2CC(=O)N(c3ccccc3)C2=O)CC1 (stereo not given)
→ i	39.6	0.0%	i	1.1	0.2	27.7%	7.1%	31	1.1%	-0.4	-5.7%
> Cc1cc(C)cc(NS(=O)(=O)c2ccc(NC(=S)Nc3ccccc3)cc2)c1
→ i	48.5	-1.9%[50 µM]	i	1	0.8	7.1%	3.1%	46	13.0%	1.1	-5.2%
> CC12CCC(C(=O)N(CSC(=S)N/N=C\c3ccccc3Cl)C1=O)C2(C)C (stereo not given)
→ i	55.8	1.8%	i	1	1.2	30.4%	4.5%	37	0.3%	-0.5	5.0%
> C=CCn1c2ccccc2c2nnc(SCc3ccc4nonc4c3)nc21
→ i	24.6	0.9%	i	1	2.2	18.2%	4.9%	50	3.6%	4.8	-12.3%
> COc1cccc(CNC(=O)N[C@@H](C)C(=O)O)c1
→ i	45.5	0.4%	i	x	0.2	x	12.3%	60	-0.1%	1.2	-9.3%
> COc1ccc(C(=O)/C=C/c2cccs2)c(OC(=O)c2cccc([N+](=O)[O-])c2)c1
→ i	46.3	0.1%	i	1	0.5	-4.6%	9.9%	43	2.0%	6.0	0.6%
